GPR7 antagonist – GPR7 receptor antagonists, primary screen, cell-based, fluorescence, single concentration | Neuropeptides B/W receptor type 1 (Homo sapiens), P48145 | GPR7-expressing cells, fluorescence antagonist assay | inhibition, % at 4.4 µM | 290,000 tested, 1.1% active; in the data active means inhibition above about 16%, passing the limit was not always enough;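 further: cells stimulated with the agonist NPW; 0% = agonist with vehicle and 100% = vehicle without agonist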
Target sequence (P48145 whole entry, looked up): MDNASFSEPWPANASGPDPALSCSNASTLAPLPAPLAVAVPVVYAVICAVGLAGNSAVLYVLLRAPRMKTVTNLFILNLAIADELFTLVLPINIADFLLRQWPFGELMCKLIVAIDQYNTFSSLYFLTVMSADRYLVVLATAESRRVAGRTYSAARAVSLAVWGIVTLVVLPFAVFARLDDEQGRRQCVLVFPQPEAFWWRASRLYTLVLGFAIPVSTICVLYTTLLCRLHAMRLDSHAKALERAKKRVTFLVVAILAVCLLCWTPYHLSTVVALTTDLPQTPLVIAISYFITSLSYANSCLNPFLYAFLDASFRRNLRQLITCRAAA
CHO-K1 Ca PAM – nonselective calcium activators in parental CHO-K1 cells, primary screen, counter-screen for M1 PAM project, cell-based, Fluo-8 calcium fluorescence, full deck, 1536-well; ATP EC20; 0% at ATP EC20, 100% at ATP max; activation, % at 3 µM; 360,000 tested, 0.02% active; AID 602247, 2012;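 active means activation above the run cutoff, the mean activation of all test compounds plus 3 SD, cut at about 40% in these data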;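 further: peak over basal fluorescence ratio in a 140 s read after ATP addition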
V1R ag counter – agonists of human V1a receptor, primary screen, counter-screen for OXTR agonist project, fluorescence, CHO-V1R cells | Vasopressin V1a receptor (Homo sapiens), P37288 | Fluo-8 calcium fluorescence, agonist mode; 0% DMSO, 100% 3 nM vasopressin | activation, % at 3 µM | 320,000 tested, 0.25% active | AID 2797, 2010;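 active means activation above the mean activation of all tested compounds plus 3 SD, per screening run, cut at about 20% in these data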;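 further: signal is peak over basal fluorescence ratio across a 100 second FLIPR read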
Target sequence (P37288 whole entry, looked up): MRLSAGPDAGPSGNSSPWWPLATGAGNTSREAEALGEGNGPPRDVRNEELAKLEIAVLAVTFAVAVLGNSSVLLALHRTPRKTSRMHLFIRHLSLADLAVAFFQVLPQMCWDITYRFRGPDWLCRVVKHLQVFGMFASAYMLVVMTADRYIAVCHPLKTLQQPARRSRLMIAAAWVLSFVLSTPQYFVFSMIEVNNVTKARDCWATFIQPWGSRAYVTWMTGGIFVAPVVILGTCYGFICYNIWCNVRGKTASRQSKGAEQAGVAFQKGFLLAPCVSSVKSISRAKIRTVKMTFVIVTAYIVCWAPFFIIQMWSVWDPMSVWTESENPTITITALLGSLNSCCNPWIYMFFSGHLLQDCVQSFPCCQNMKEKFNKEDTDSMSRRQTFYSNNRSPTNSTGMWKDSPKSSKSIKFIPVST
TAAR1 antag – human TAAR1 antagonists, primary screen, Fluo-8 calcium fluorescence, CHO RD-HGA16 cells; AID 624466, 2012; inhibition, % at 3 µM; 360,000 tested, 1.5% active; Trace amine-associated receptor 1 (Homo sapiens), Q96RJ0; antagonist;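 active means inhibition above a per-plate cutoff, the mean inhibition of test compounds on that plate plus 3 SD, cut at about 49% in these data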;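 further: 0% = DMSO plus EC80 beta-PEA response and 100% = DMSO alone without agonist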
Target sequence (Q96RJ0 whole entry, looked up): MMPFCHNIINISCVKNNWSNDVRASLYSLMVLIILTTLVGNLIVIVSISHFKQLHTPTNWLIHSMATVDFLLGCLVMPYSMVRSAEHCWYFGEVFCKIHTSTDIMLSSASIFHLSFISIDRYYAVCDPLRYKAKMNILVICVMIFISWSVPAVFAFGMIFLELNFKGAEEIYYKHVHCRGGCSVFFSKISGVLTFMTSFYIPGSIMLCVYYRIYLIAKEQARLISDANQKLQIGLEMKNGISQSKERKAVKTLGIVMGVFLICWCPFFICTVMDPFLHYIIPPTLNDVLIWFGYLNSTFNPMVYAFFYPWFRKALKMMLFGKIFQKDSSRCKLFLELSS
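Test system: CHO RD-HGA16 cells bearing hTAAR1 | Reagent: β-PEA, EC80 | Compound dosing: 3 µM, single point | Schedule: Dye loading 75 min at 37 °C, then 30 min room temperature | Signal: Calcium fluorescence with Fluo-8 | Evaluation: Percent inhibition of PEA-evoked calcium signal, max/basal emission ratio | Control set: DMSO-only wells and EC80 β-PEA-stimulated wells | Repeats: Singlicate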
OXTR potentiator – human OXTR potentiators, primary screen, fluorescence, CHO-OTR cells, Fluo-8 calcium; Oxytocin receptor (Homo sapiens), P30559; Fluo-8 calcium fluorescence, potentiator mode; 0% = oxytocin EC15, 100% = EC100; activation, % at 3 µM; 320,000 tested, 0.061% active; AID 2445, 2010;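 active means activation above that plate's cutoff, the mean activation of tested compounds plus 3 SD, cut at about 6.6% in these data, passing the limit was not always enough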;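 further: 100% uses oxytocin at 75 nM as the full agonist control; some results filed as inactive read as strong as hits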
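Assay system: CHO-OTR cells, human receptor / Also added: oxytocin at about EC15, sub-maximal agonist stimulus / Dosing: single dose, 3.0 µM nominal final compound concentration / Incubation: 6 min pre-incubation, 100 s read / Technique: Fluo-8 calcium dye fluorescence / Read-out: % activation vs EC15 and EC100 oxytocin / Benchmarks: EC15 oxytocin low, 75 nM oxytocin high / Replicates: singlicate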
CHO parental Ca – ATP-evoked calcium signal inhibitors, parental CHO, primary screen, counter-screen for OX1R antagonist project, cell-based, fluorescence, Fluo-8 calcium dye; parental CHO-K1, ATP-induced calcium, Fluo-8 fluorescence; 330,000 tested, 0.63% active; inhibition, % at 5.6 µM;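 active means inhibition above that plate's mean sample inhibition plus 3 SD, cut at about 26% in these data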;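 further: 0% = ATP-challenged DMSO wells and 100% = DMSO wells without ATP; some compounds past the cut are filed as inactive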
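Measured by: calcium-sensitive Fluo-8 fluorescence / Test system: CHO parental line / Controls: ATP-challenged DMSO wells low, unchallenged DMSO wells high / Measure: % inhibition / Compound: single nominal dose of 5.6 µM per compound / Replicates: single well per compound, no replicates / Reagent: ATP as calcium-mobilizing challenge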
CHO-K1 Ca ag – counter-screen for M1 agonists: effect in parental CHO-K1 cells; Fluo-8 calcium fluorescence; scaled to maximal ATP response, vehicle zero; activation, % at 3 µM; 360,000 tested, 0.48% active; AID 602248, 2012; in the data active means activation above about 15%;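 further: untransfected CHO-K1 host cells lacking M1 receptor as counterscreen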
CHO-K1 Ca antag – M1 antagonist counterscreen hit in parental CHO-K1 cells. inhibition, % at 3 µM. 360,000 tested, 0.6% active. ATP-induced calcium, Fluo-8 fluorescence;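 active means inhibition above a per-plate cutoff, the plate's mean sample inhibition plus 3 SD, cut at about 24% in these data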;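 further: 0% = DMSO plus EC80 ATP and 100% = DMSO alone without ATP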
OXTR ag – human OXTR agonists, primary screen, fluorescence, CHO-OTR cells, Fluo-8 calcium. Oxytocin receptor (Homo sapiens), P30559. 320,000 tested, 0.32% active. activation, % at 3 µM. Fluo-8 calcium fluorescence; normalized: DMSO 0%, oxytocin 100%;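 active means activation above the mean of all tested compounds plus 3 SD, cutoff set per screening run, cut at about 20% in these data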;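 further: peak over basal fluorescence ratio from a 100 s FLIPR kinetic read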
* marks the source's active call; other numbers are inactive results; . = no result given.

Screens in order: CHO-K1 Ca antag, OXTR ag, CHO-K1 Ca ag, V1R ag counter, CHO-K1 Ca PAM, TAAR1 antag, CHO parental Ca, GPR7 antagonist, OXTR potentiator
COc1ccc(OCc2nnc(SC(C)C(=O)Nc3nccs3)n2-c2ccccc2)cc1 (stereo not drawn)
→ -13, 5.0, 6.7, 4.8, 12, 8, -22, 2, -10
CCOCCc1c(O)nc(SCC)[nH]c1=O
→ -10, -0.3, 1.9, -0.1, 10, -9, -6, -17, 2
O=C(OCC1CCCN2CCCCC12)c1ccc2c(c1)OCO2 (stereo not drawn)
→ 7, 0.2, 0.3, 0.2, 4, -5, -8, -3, -6
Nc1nonc1-n1nnc(C(=O)N/N=C/c2cccc(F)c2)c1-c1ccc2c(c1)OCO2
→ -10, 12, 0.4, 7.8, -6, 45, 6, -17, -10
CCn1cc(C(=O)C(F)(F)F)c2ccccc21
→ -3, -1.0, 0.6, -0.1, 12, 1, -2, -8, -8
CC[C@@H](C)[C@@H]1CN([C@@H](C)CN2CCC[C@H]2CN2C(N)=NC[C@H]2CC(C)C)C(=N)N1CCc1ccc(Cl)c(Cl)c1
→ -3, 1.2, -0.3, 1.7, 11, 13, -12, ., 4
Cc1ccc(-c2ccc(=O)n(CC(=O)NCc3ccc(F)cc3)n2)cc1
→ -16, -0.2, 0.7, -1.2, 16, -20, -18, -5, 0
CCCCN(C(=O)c1ccccc1OCc1ccc(F)cc1)c1c(N)n(CCC)c(=O)[nH]c1=O
→ -15, 0.4, 1.4, 2.0, 25, -21, -23, 30*, -7
CC(C)(C)[C@@H]1CCC(=O)N(CC[C@H](Sc2ccc(Br)cc2)c2ccccc2)CC1
→ -17, 2.6, 0.3, 5.7, 14, 25, -29, ., -10
CC1(C)C(N(O)C(=O)Nc2ccc(Cl)cc2)N(c2ccc(Cl)cc2)C(=O)N1CC(=O)NN (stereo not drawn)
→ -16, -1.3, 0.0, -0.2, 8, -9, -25, -5, 4
Cc1ccc(-c2nc(SCC(=O)N(C)c3c(N)n(Cc4ccccc4)c(=O)[nH]c3=O)n[nH]2)cc1
→ 9, -0.6, -0.3, -0.4, -22, -15, -13, -3, -6
CC(=O)Nc1ccc(N2C(C(C)=O)=NN(c3ccc(Cl)cc3)C2c2sccc2C)cc1 (stereo not drawn)
→ -11, 1.2, 0.6, 0.3, 16, -3, -12, 5, -6
Cc1ccc(S(=O)(=O)Nc2ccc(Nc3nccn4c(-c5ccc6ccccc6c5)cnc34)cc2)cc1
→ -3, ., -0.3, ., 7, -1, ., ., .
O=C(Nc1ccc(N2CCN(c3ccccc3)CC2)c(F)c1)C1CC1
→ -10, 0.8, 1.0, 0.2, 21, -14, 8, -15, -8
COc1cc(NC(=O)c2cccc([N+](=O)[O-])c2)ccc1NC(=O)c1cc2ccccc2o1
→ -7, 1.0, 0.3, 1.4, 8, 6, 0, -15, -1
CC(C)[C@H](NC(=O)OCc1ccccc1)C(=O)OCC(=O)N1CCCCC1
→ -7, ., -0.2, ., 4, 1, ., ., .
CCc1nnc(NC(=O)c2cccc(S(=O)(=O)N3CCCC3)c2)s1
→ 2, 1.1, 1.0, 2.6, -5, -3, -23, -12, 3
O=C(CCN1C(=O)/C(=C\c2ccccc2)SC1=S)N1CCCCC1
→ 11, 1.1, 15*, -0.2, 11, -11, -14, 22*, 1
Nn1c(COc2ccc(Cl)cc2)n[nH]c1=S
→ 12, 0.0, 0.0, 0.3, -17, -15, 10, 3, -4
Cc1ccc(-c2nnc(NC(=O)c3ccco3)o2)c(C)c1
→ 5, -0.5, -0.5, -0.3, -17, -26, 9, ., -5
CC(C)Nc1nnc(SCC(=O)c2c[nH]c3ccccc23)s1
→ -10, 0.8, 1.4, 1.4, 20, 6, -9, -2, -12
O=C(CSc1ccc2nnc(CCNC(=O)c3ccc(F)cc3)n2n1)NCc1ccco1
→ 1, 0.2, 0.0, -0.1, 4, -23, -7, 6, -7
O=C(c1ccc(COc2ccc(F)cc2)o1)n1cc(Br)cn1
→ -2, -0.5, -0.3, 0.0, 11, 9, -20, 0, -6
Oc1ccccc1C=NN=C1c2ccccc2-c2ccccc21
→ -15, ., 2.1, ., 19, -17, ., ., .
O=C(Cc1ccc(-c2ccccc2)cc1)OCC(=O)N1CCCC1=O
→ 11, 5.0, 1.0, 2.5, -25, -5, -6, 4, -6
CCOC(=O)c1cc2occc2n1CC(=O)Nc1ccc(OC)cc1OC
→ -10, -1.5, 1.8, -0.1, 23, 18, -16, 7, 4
CCOC(=O)NC(=O)CSc1nc(-c2ccc(C)c(C)c2)cn1-c1ccccc1
→ 11, -2.0, -0.5, 0.7, -4, 7, -20, -8, -4
COc1ccc(/C=C2\CCc3ccccc3C2=O)cc1CN1CCOCC1
→ -3, -1.7, 4.8, 0.1, 6, -14, -37, -3, -10
O=C(c1ccc(Cl)cc1)C(Cn1cncn1)C(Sc1ccccc1)c1ccccc1 (stereo not drawn)
→ -5, -2.1, 1.7, 0.1, 23, 35, -37, 2, -25
COc1ccc(-c2nnc(-c3cccnc3)o2)cc1OC
→ -14, 0.1, 1.2, -0.2, 27, -2, -6, 1, -9
Cc1cccc(Cl)c1NC(=S)NCCc1ccccn1
→ -6, -1.0, 0.6, 0.8, 17, -6, -7, -20, -6
C=CCOn1c(C)c(C(C)=O)c2c3no[n+]([O-])c3ccc21
→ -2, -2.0, 0.5, -0.7, 5, -13, -17, -22, -4
NC(CO)c1csc(NC(=O)Nc2cccc(Cl)c2)n1 (stereo not drawn)
→ 5, ., -0.1, ., -12, -3, ., ., .
Cc1ccccc1N1CCN(CCCN2C(=O)CC(=C(c3ccccc3)c3ccccc3)C2=O)CC1
→ -14, -2.3, -0.2, -1.2, 18, -3, -30, -7, -8
CCOC(=O)C1CCN(C(=O)c2ccccc2Oc2ccccc2)CC1
→ -5, -1.9, 0.9, -0.7, 14, -18, -8, -7, -9
Cc1cc(C)c(C2=CC(=O)C[C@H](c3ccc4c(c3)OCO4)C2)c(C)c1
→ -16, -0.7, 0.5, 0.8, 15, 15, -42, ., -6
COc1cc(-c2nc(CN3CCN(c4ncccn4)CC3)c(C)o2)ccc1F
→ -6, -1.2, 1.0, 2.6, 17, 13, -16, 0, -12
C[C@H]1COC(=O)CCCC/C=C\C[C@H](CC(=O)N(CCO)Cc2ccccc2)C(=O)N1
→ -5, 0.0, 0.4, 0.0, 9, -6, -13, ., 2
O=S(=O)(NCC1CCCN(Cc2ccccc2)C1)c1cccc2cccnc12 (stereo not drawn)
→ 9, -0.3, -0.1, -0.2, 9, -24, -27, 0, -1
Cc1cc(C)n(S(=O)(=O)Cc2ccccc2)n1
→ -9, -0.5, 0.1, 1.0, 10, ., -7, -4, 0
Cc1cc(Cl)c2oc(C(=O)N3CCN(c4cccc(C)n4)CC3)c(C)c2c1
→ -13, -0.7, 1.2, 0.6, 25, -14, -30, -5, -7
CN(C[C@H](c1ccccc1)N(C[C@H](Cc1ccccc1)N(CCc1ccccc1)N=O)N=O)N=O
→ -11, -0.4, 0.6, -1.0, 6, 29, -21, -6, -6
Cc1ccc(C(=O)N2CCN(c3ccc([N+](=O)[O-])cc3-n3cccc3)CC2)cc1
→ -9, 2.7, 2.1, 0.7, 15, -8, -11, -5, -6
Cc1ccc(Nc2ncc3c(n2)CC(c2ccco2)CC3=O)c(C)c1 (stereo not drawn)
→ -8, -0.9, 0.2, -1.1, 20, 7, -17, -3, -6
Cc1cc(C(=O)Nc2ncc(C)s2)c2ccccc2n1
→ -17, -0.4, 0.9, 1.0, 2, -36, -21, -7, -19
CC(C)(C)n1nc2c(c1NC(=O)Cc1ccc(F)cc1)CS(=O)(=O)C2
→ -8, 1.2, -0.4, 0.0, -1, 3, -9, 7, -5
CS(=O)(=O)N(CC(=O)N/N=C/c1cccc2c1OCCO2)c1ccccc1Br
→ -2, 2.2, 1.1, 0.1, 17, 9, -23, 9, -28
O=[N+]([O-])c1ccc(-n2nncc2-c2ccc(Cl)cc2)cc1
→ -20, -1.4, 0.1, -1.1, 4, 9, -4, -9, 3
Cc1nn(Cc2ccccc2Cl)c2sc(C(=O)Nc3ccccc3N3CCOCC3)cc12
→ -1, -1.4, -0.3, 1.6, 0, 16, -34, -8, -6
CN(NC1OC(=O)c2ccccc21)c1ccc(Cl)cc1[N+](=O)[O-] (stereo not drawn)
→ -7, -1.8, -0.4, -0.5, 15, 8, -10, -1, -15
CC(Sc1cccc[n+]1[O-])C(=O)Nc1cccc([N+](=O)[O-])c1 (stereo not drawn)
→ -2, 1.1, -0.1, 0.4, 2, 8, -6, -4, 3
CCOC(=O)c1ccc(NC(=O)CSc2nnc(C)n2-c2ccccc2)cc1
→ -3, -0.5, -0.2, 1.5, -4, -10, -13, 6, -1
COc1cc(C2c3cc4c(cc3C(O)C3COCC23)OCO4)cc(OC)c1OC (stereo not drawn)
→ -9, ., 0.1, ., 3, -1, ., ., .
COCCN(CC(=O)Nc1cccc(C)c1C)C(=O)Cc1sc(C)nc1-c1ccc(F)cc1
→ -14, -1.5, 0.1, 0.4, 16, -5, -21, ., 0
COc1ccccc1CNCC(=O)NCc1ccc(C)cc1
→ -14, -1.0, 1.4, 0.0, 25, -1, -13, -6, -13
CN(CC(=O)NCCc1ccc(F)cc1)Cc1ccccc1
→ -20, 0.6, 0.3, -0.5, 14, -5, -20, -6, -13
COc1ccc(NC(=O)CSc2[nH]c(=O)cc(C)c2C#N)cc1OC
→ -15, -0.8, 0.0, -0.3, 1, -19, -6, -19, -6
OC(CN1CCCCC1)Cn1c2ccc(Cl)cc2c2cc(Cl)ccc21 (stereo not drawn)
→ 1, 3.6, 7.5, 6.0, 0, 40, 13, 23, -7
CC(C)C(=O)Nc1cccc(S(=O)(=O)c2cccc(NC(=O)C(C)C)c2)c1
→ 18, 1.1, 1.2, 1.9, 2, -1, -6, -3, -13
CCS(=O)(=O)N1Cc2ccccc2CC1C(=O)N(C)CC(=O)Nc1cccc(F)c1 (stereo not drawn)
→ -1, -0.3, 1.6, -0.7, 7, -6, -22, ., 2
CC(=O)Nc1ccc(NC(=O)C2Cc3c(-c4cccc(F)c4)ccnc3O2)cc1 (stereo not drawn)
→ -6, ., 1.4, ., -8, 6, ., ., .
